# Compound activity as filed in PubChem.
# L3MBTL1 inh: blocks human L3MBTL1. AlphaScreen L3MBTL1–H3K9me1 peptide binding. Q9Y468. hit rate 0.66% among 230,000. Potency, µM (series often up to 57.1 µM), inactives show at the top dose activity, negative = inhibition, usual class: inhibitors. AID 485360; note: % is set by controls: 0 for no effect and ±100 for the full control effect; nearly all actives have a fitted effect of over 60% in size
#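 AlphaScreen assay: L3MBTL1 (50 nM final) was preincubated 30 min at room temperature with biotinylated H3(1-15)K9me1 peptide (75 nM final), then 30 min with library compounds; streptavidin donor and nickel chelate acceptor beads (10 ug/mL final) added, 30 min dark.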
# HTT cytoprotect: Huntington cell model cytoprotection by ATP luminescence; PC12 HTT-Q103 induced, cytoprotection, ATP luminescence, 40 h; Potency, µM (doses to about 56.4 µM), inactives show cytoprotection (ATP increase), actives largely listed as activators; hit rate 0.14% among 230,000;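 note: % of control where 0% means no effect; nearly all actives have a fitted effect of over 45% in size; toxic huntingtin expression switched on by the ecdysone agonist tebufenozide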
#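 Rat PC12, Q103 Htt exon1-GFP fusion, ecdysone promoter; tebufenozide inducer 100 nM final; compound titration; qHTS, 1500 cells/well; ATPlite luminescent read.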
# Tau fluor counter: counter-screen for tau fibril formation inhibitors | tau K18 P301L Alexa594 fluorescence, heparin fibrillization | Potency, µM (titrated, usually from 57.7 µM), without a hit: at the top dose activity change, negative = decrease | hit rate 0.93% among 280,000 | AID 1463; note: % is set by controls: 0 for no effect and ±100 for the full control effect; nearly all actives have a fitted effect of over 55% in size
#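 Human K18 P301L tau (15 uM unlabeled plus 0.24 uM Alexa 594-labeled, final) in 100 mM sodium acetate pH 7 was mixed with compound and 20 uM heparin and incubated 6 hr at 37 C.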
# RECQ1 inh: inhibitors of human RECQ1 DNA helicase | P46063 | RECQ1 DNA unwinding, red fluorescence kinetic read | Potency, µM (highest dose often 57.3 µM), for the others: top-dose activity, negative = inhibition, usual class: inhibitors | hit rate 0.54% among 240,000 | AID 2549;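 note: plate controls were vehicle for no effect and no enzyme for full effect; nearly all actives have a fitted effect of over 30% in size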
# Target sequence (P46063 whole entry, looked up): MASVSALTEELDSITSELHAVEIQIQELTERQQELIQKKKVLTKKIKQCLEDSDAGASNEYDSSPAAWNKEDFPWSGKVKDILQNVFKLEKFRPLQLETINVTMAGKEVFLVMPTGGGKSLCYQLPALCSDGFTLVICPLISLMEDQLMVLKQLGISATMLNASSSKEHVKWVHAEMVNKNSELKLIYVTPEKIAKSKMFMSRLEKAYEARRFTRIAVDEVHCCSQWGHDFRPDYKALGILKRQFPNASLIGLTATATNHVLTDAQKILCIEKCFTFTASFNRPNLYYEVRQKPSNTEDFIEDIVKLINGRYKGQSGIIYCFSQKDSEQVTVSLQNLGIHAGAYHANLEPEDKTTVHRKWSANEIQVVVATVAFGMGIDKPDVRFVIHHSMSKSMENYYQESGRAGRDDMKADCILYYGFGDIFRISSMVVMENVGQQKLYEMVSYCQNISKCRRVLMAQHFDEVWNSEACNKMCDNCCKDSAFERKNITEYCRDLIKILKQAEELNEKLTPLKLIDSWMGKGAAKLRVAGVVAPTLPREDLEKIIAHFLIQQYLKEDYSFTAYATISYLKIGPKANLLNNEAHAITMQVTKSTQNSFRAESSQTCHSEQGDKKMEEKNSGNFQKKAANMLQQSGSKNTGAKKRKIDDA
#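 RECQ1T1 50 nM; forked duplex (20 bp + 30-nt ss tails) 200 nM, ATP 2 mM final; pH 8.0, 2 mM MgCl2, 2.5 ug/ml poly(dI-dC); 15 min compound preincubation; discontinuous kinetic read over 2 h at RT.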
# Tau ThT inhib: inhibitors of human tau fibril formation, thioflavin T binding | Potency, µM (titrated, usually from 57.4 µM), inactives show at the highest dose activity, negative = inhibition, actives largely listed as inhibitors | hit rate 2.1% among 270,000 | P10636 | recombinant tau K18 P301L, heparin-induced fibrillization, ThT fluorescence | AID 1460; note: % is set by controls: 0 for no effect and ±100 for the full control effect; nearly all actives have a fitted effect of over 55% in size
# Target sequence (P10636 561-689 P618L limits assumed): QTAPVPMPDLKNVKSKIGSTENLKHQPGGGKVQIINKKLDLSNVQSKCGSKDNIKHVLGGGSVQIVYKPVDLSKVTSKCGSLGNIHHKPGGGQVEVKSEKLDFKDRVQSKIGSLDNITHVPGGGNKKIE
#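 Tau K18 P301L fragment (15 uM unlabeled plus 0.24 uM Alexa 594-labeled) in 100 mM sodium acetate pH 7 with compound, fibrillization induced by 20 uM heparin for 6 hr at 37 C. Thioflavin T (30 uM) added, fluorescence read after 1 hr (ex 450, em 510 nm).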
# TexasRed fluor: counter-screen for TRb-SRC2 inhibitors: fluorescence interference. TRb/SRC2 Texas Red total fluorescence interference. Potency, µM (highest dose often 106 µM), for inactives: at the highest dose fluorescence change, negative = quenching. hit rate 0.29% among 280,000. AID 1479; active = well fitted curve in either direction with a large enough effect; inconclusive = small, poorly fitted or top-dose-only effect; note: % is set by controls: 0 for no effect and ±100 for the full control effect
#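 Human TRb ligand-binding domain at 0.6 uM with 20 nM Texas Red SRC2 peptide in Tris buffer containing 1 uM T3 and 5% DMSO, incubated with compound 5 h at ambient temperature. Total fluorescence (555/632 nm) calculated as parallel + 2 × perpendicular.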
# TRb-SRC2 inh: disrupts binding of human TR beta to SRC2; P10828; TRbeta-SRC2 peptide binding, fluorescence polarization; receptor liganded with 1 µM T3; Potency, µM (series often up to 106 µM), without a hit: at the top dose activity change, negative = inhibition, usual class: inhibitors; hit rate 0.065% among 280,000; AID 1469;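 note: plate controls were bound peptide for no effect and peptide without receptor for full effect; nearly all actives have a fitted effect of over 50% in size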
#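 Fluorescence polarization of 20 nM Texas Red SRC2 peptide (20-aa NR interaction domain) bound to 0.6 uM human TRb ligand-binding domain, with 1 uM T3, after 5 hr at ambient temperature; inhibition seen as decreased polarization.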
# Tau FP inhib: blocks human tau fibril formation measured by polarization. AID 1468. K18 P301L tau heparin fibrillization, Alexa594 FP, 6 h. hit rate 0.39% among 280,000. Potency, µM (top dose mostly 57.7 µM), inactives show at the highest dose activity, negative = inhibition, actives largely listed as inhibitors; note: % is set by controls: 0 for no effect and ±100 for the full control effect; nearly all actives have a fitted effect of over 55% in size
#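 Heparin (20 uM) drove fibril formation of recombinant tau K18 P301L, 15 uM unlabeled with 0.24 uM Alexa 594 label, for 6 hr at 37 C in 100 mM sodium acetate pH 7. Fluorescence polarization (555/632 nm) read 1 hr after 30 uM ThT.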
# Starred values were filed as active, the others as inactive; i = inactive; ? = inconclusive; nt = no result given; & = joins results of further samples; [ ] = another dose, or the depositor's remark. Unless noted, calls come from the whole dose curve; as a rule, active = well fitted curve in the direction sought with a large enough effect; inconclusive = small, poorly fitted or top-dose-only effect, or another doubt; inactive = no such curve, though single readings can be large; an effect the other way counts as inactive or inconclusive. Potency is the fitted concentration of half-maximal effect. Not all compounds are listed (hit frequency here may not be typical).
SMILES,L3MBTL1 inh,HTT cytoprotect,Tau fluor counter,RECQ1 inh,Tau ThT inhib,TexasRed fluor,TRb-SRC2 inh,Tau FP inhib
CCOC(=O)c1cccc(NC(=O)c2cc3c(=O)n(Cc4cccnc4)ccc3nc2C)c1,nt,nt,-2%,nt,0%,1%,7%,-5%
COC(=O)CCC(=O)Nc1cc(S(=O)(=O)Nc2ccc(Cl)cc2)ccc1N1CCOCC1,16%,0%[1.9 µM],-8%,-1%,0%,-16%,0%,-8%
Cc1ccc(-c2cc3c(N4CCN(c5cc(C)ccc5C)CC4)nccn3n2)cc1,nt,nt,-12%,nt,-8%,-14%,-2%,1%
COc1ccc2c(c1)c(CC(=O)Nc1cc(C)cc(C)c1)c(C)n2C(=O)c1ccc(Cl)cc1,nt,nt,-14%,nt,-5%,-16%,3%,?
O=C(CCn1nc(-c2ccc(Cl)cc2)c2ccccc2c1=O)Nc1cccnc1,-2%,-5%,0%,i,5%,-2%,1%,2%
CCCCCC(CC(=O)O)C(=O)O (centres undefined),nt,?,-10%,i,-5%,-3%,2%,-6%
COc1ccc(-c2nc(SCC(=O)N3CCOCC3)n[nH]2)cc1,0%,-11%[10 µM],-4%,2%,-7%,-2%,1%,-4%
OC(c1ccccc1)C1CN(Cc2ccccc2)CCC1(O)c1ccccc1 (centres undefined),nt,-23%,3%,-2%,-4%,-3%,7%,8%
N#CCCN1CCN(S(=O)(=O)c2ccc(S(=O)(=O)N3CCOCC3)cc2)CC1,-11%,-7%,-1%,1%,-4%,-2%,-11%,-6%
O=C(NN1C(=O)CSC1=S)c1cccnc1,nt,6%[10 µM],-8%,-8%,nt,-1%,2%,-4%
Cc1cccc(N2CCN(c3ccc(NC(=O)c4ccccc4)cc3C(=O)O)CC2C)c1 (centres undefined),nt,nt,-12%,nt,?,-30%,6%,1%
O=C(Cn1c(=O)nc(-c2ccccc2)c2ccccc21)N1CCN(c2ccc(F)cc2)CC1,nt,nt,-5%,nt,-3%,1%,-6%,-3%
O=[N+]([O-])c1ccc(S(=O)(=O)NCc2nc3cccnc3n2Cc2ccccc2Cl)cc1,nt,nt,-29%,nt,-7%,0%,2%,10%
Cc1ccc(S(=O)(=O)CCN2CCN(c3ccccn3)CC2)cc1,3%,15%[10 µM],-5%,i,-10%,1%,-2%,-5%
Cc1cccc(CS(=O)(=O)Cc2ccc(C(=O)NC(C)c3ccccc3)o2)c1 (centres undefined),nt,nt,-5%,nt,-2%,0%,1%,-2%
N#CCc1nc(CSc2nc3ccccc3s2)cs1,-22%,18%,0%,8%,-1%,1%,9%,-1%
CC12CC(NC(=O)N1c1cccc(C(=O)NCc3ccccc3)c1)c1ccccc1O2 (centres undefined),-2%,-105%[inhibitor],-11%,5%,-11%,-1%,10%,-5%
CCCCN1CC2=C(C1=O)C(c1ccc(O)cc1)NC(=O)N2C (centres undefined),nt,14%,-3%,i,-7%,0%,2%,-6%
COc1ccc(C=O)cc1Oc1nc(Cl)ncc1F,1%,-1%[10 µM],4%,-1%,0%,-3%,0%,0%
CCOC(=O)c1c(NC(C)=O)sc2c(O)c(Br)ccc12,nt,-44%[inhibitor],-16%,-6%,?,-6%,-8%,2%
COc1ccc(OC)c(NC(=O)Cn2c(CCC(=O)O)ccc2-c2ccccc2)c1,-7%,19%[10 µM],-13%&-5%,0%,-13%&-7%,7%&-2%,2%&-2%,3%&9%
COC(=O)C1CSc2[nH]c(=O)sc2C1c1ccccc1 (centres undefined),3%,5%,-4%,-12%,-17%,5%,2%,-10%
O=C(NCCc1c[nH]c2ccccc12)C(=O)NCC1OCCCN1S(=O)(=O)c1cccs1 (centres undefined),nt,-43%,?,-3%,-14%,-2%,2%,7%
CCOC(=O)CNC(=O)N1CCCC(C(=O)c2cccc(Cl)c2)C1 (centres undefined),-4%,32%[10 µM],4%,20%,-9%,0%,4%,-4%
Cc1ccccc1S(=O)(=O)Cc1ccc(C(=O)NCCN2CCCCC2C)o1 (centres undefined),nt,1%,0%,-4%,5%,1%,9%,7%
O=C(CCNC(=O)c1ccco1)Nc1ccc(Cl)cc1,1%,-8%,-3%,-1%,-6%,-1%,-1%,-5%
C#CCOC(=O)c1ccc(-n2cncn2)nc1,nt,-6%,-10%,i,?,0%,-12%,0%
O=C(Nc1ccc(F)cc1)NC1(C(=O)NCc2ccco2)CCCCC1,-6%,-6%,5%,-7%,6%,-1%,-17%,5%
CC1(C)CC(=O)C2=C(C1)N(CC1CCCO1)C(=O)C2(O)C(F)(F)F (centres undefined),nt,-24%,-7%,-4%,-10%,-4%,8%,4%
CCOc1ccc(C2NC(=O)c3n[nH]c(C)c32)cc1 (centres undefined),0%,-12%,0%,0%,0%,3%,9%,-1%
O=C(O)c1ccc(N2C(=O)CC(SC(=NCc3ccc4c(c3)OCO4)Nc3ccccc3)C2=O)cc1 (centres undefined),nt,9%[10 µM],-11%,23%,nt,-1%,1%,4%
Nc1nc(SCc2ccc([N+](=O)[O-])cc2)c2ncn([C@@H]3O[C@H](CO)[C@H](O)[C@H]3O)c2n1,nt,nt,-5%,42%[activator],-11%,-7%,-3%,7%
Cc1cc(N2CCN(C)CC2)nc2ccc(NC(=S)N3CCN(c4ccc(Cl)cc4)CC3)cc12,nt,-5%,?,-10%,?,-3%,-2%,0%
CC(CNC(=O)c1sc2ncccc2c1-n1cccc1)c1ccccc1 (centres undefined),nt,nt,-12%,nt,-13%,0%,8%,-4%
CCOC(=O)Cc1csc(NC(=O)Nc2ccc(F)cc2)n1,-5%,-2%[10 µM],?,-4%,-19%,-11%,-4%,-14%
O=C(CCc1ccccc1)NC(=S)NCc1ccco1,8%,5%[10 µM],-16%,i,-6%,-4%,1%,-5%
Cc1ccc(C)c(/C=N/NC(=S)NCCc2ccccc2)c1,nt,-29%,-22%,i,-13%,5%,2%,-7%
O=C(CN1CCN(c2ccccc2O)CC1)NC(c1ccccc1)c1ccccc1,-4%,2%[1.9 µM],-16%,-12%,-12%,8%,1%,9%
O=S(=O)(c1ccccc1C(F)(F)F)N1CCOCC1,5%,-21%,-8%,-20%,-4%,2%,-17%,5%
CC(N=c1ccccn1C(=O)Nc1ccc(Cl)cc1)c1ccco1 (centres undefined),28%,6%,0%,-13%,27%,2%,-18%,-12%
O=[N+]([O-])c1cccc(/C([O-])=C(/C(=S)Nc2ccccc2F)[n+]2ccccc2)c1,-10%,-2%[10 µM],-24%,i,?,2%,2%,-6%
O=C(Cn1c(=O)nc(-c2ccccc2)c2ccccc21)NCCc1ccc(Cl)cc1,nt,nt,-6%,nt,-3%,-1%,-3%,-6%
CC(C)CCN1CCN(Cc2ccc(C(F)(F)F)cc2)CC1CCO (centres undefined),2%,-15%[10 µM],-3%,7%,-1%,-2%,0%,-1%
O=C(Cc1ccccc1)NCC(=O)N/N=C/c1ccc(Cl)cc1,nt,-9%,-2%,-2%,7%,-2%,11%,-8%
COc1ccc(OC)c(C2C(C(C)=O)=C(O)C(=O)N2c2ccc(O)cc2)c1 (centres undefined),6%,-4%,2%,-5%,-7%,-5%,1%,-8%

# Five entries from above in another layout:
Molecule	L3MBTL1 inh	HTT cytoprotect	Tau fluor counter	RECQ1 inh	Tau ThT inhib	TexasRed fluor	TRb-SRC2 inh	Tau FP inhib
O=S(=O)(c1ccccc1C(F)(F)F)N1CCOCC1	5%	-21%	-8%	-20%	-4%	2%	-17%	5%
O=C(Cc1ccccc1)NCC(=O)N/N=C/c1ccc(Cl)cc1	nt	-9%	-2%	-2%	7%	-2%	11%	-8%
COc1ccc(OC)c(C2C(C(C)=O)=C(O)C(=O)N2c2ccc(O)cc2)c1 (centres undefined)	6%	-4%	2%	-5%	-7%	-5%	1%	-8%
CC(C)CCN1CCN(Cc2ccc(C(F)(F)F)cc2)CC1CCO (centres undefined)	2%	-15%[10 µM]	-3%	7%	-1%	-2%	0%	-1%
CCOC(=O)Cc1csc(NC(=O)Nc2ccc(F)cc2)n1	-5%	-2%[10 µM]	?	-4%	-19%	-11%	-4%	-14%

# Next structures.
SMILES,L3MBTL1 inh,HTT cytoprotect,Tau fluor counter,RECQ1 inh,Tau ThT inhib,TexasRed fluor,TRb-SRC2 inh,Tau FP inhib
COc1ccc(CCNC(=O)CSc2nc3[nH]ncc3c(=O)n2-c2ccccc2OC)cc1OC,6%,-17%[10 µM],4%,-13%,0%,-3%,11%,6%
Cn1c(=O)oc2cc(S(=O)(=O)NCCN3CCCCCC3)ccc21,-4%,13%,-5%,-8%,-8%,0%,-2%,-8%
O=[N+]([O-])c1ccc(N/N=C/c2cn(Cc3ccc(F)cc3)c3ccccc23)nc1,-2%,-19%[10 µM],2%,-4%,7%,0%,-10%,10%
CN(C)S(=O)(=O)c1ccc(C(=O)Nc2nc(-c3cc4ccccc4o3)cs2)cc1,5%,11%[10 µM],-18%,i,2%,-3%,-9%,?
O=C(CSc1ccc(-c2ccc(F)cc2)nn1)Nc1ccc2c(c1)OCCO2,-1%,7%[10 µM],-16%,-3%,-11%,2%,-1%,-12%
c1ccc(CCNc2nc3ccccc3s2)cc1,nt,23%[10 µM],-25%,-2%,-14%,-5%,-5%,-6%
CCOc1ccc(-n2c(=O)c3c(C)c(C(=O)N(C)C)sc3n(CC(=O)Nc3c(C)cc(C)cc3C)c2=O)cc1,nt,nt,-7%,nt,5%,-3%,5%,-13%
COc1cccc2cc(/C(=N/O)c3ccc(Br)cc3)oc12,-11%[11.4 µM],-172%[inhibitor],-23%,i,-13%,-4%,-8%,-18%
O=C(NCc1cccnc1)C1CCN(S(=O)(=O)c2cccs2)CC1,-6%,-29%,4.5µM*[quencher],-2%,4µM*,-3%,-6%,?
